ST2 IL33 inh – IL1RL1 inhibition. inhibition, % for hits at 17 µM. 78,000 tested, 2.3% active. AlphaLISA ST2-Fc/biotin-IL-33 interaction, 1 h; in the data active = inhibition above about 30%; inconclusive = mostly about 10% to 28%
Target sequence (Q01638 whole entry, looked up): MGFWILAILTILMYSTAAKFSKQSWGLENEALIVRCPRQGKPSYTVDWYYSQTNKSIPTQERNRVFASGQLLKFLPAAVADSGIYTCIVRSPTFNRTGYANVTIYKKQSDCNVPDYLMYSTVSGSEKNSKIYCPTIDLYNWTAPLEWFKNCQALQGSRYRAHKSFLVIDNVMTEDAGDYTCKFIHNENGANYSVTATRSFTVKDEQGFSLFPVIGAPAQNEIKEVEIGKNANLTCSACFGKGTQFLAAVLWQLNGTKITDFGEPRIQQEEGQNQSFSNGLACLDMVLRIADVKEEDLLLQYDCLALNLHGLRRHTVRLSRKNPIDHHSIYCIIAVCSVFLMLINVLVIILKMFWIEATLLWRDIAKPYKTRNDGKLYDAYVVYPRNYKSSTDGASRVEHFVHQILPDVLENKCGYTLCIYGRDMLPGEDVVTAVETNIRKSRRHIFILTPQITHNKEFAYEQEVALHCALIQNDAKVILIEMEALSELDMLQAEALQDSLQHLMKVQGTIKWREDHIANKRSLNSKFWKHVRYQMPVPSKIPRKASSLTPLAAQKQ
Numbers without * were called inactive; i = inactive; u = inconclusive.

SMILES	ST2 IL33 inh
CC(=O)Oc1ccc([C@H]2C(C#N)=C(N)OC3=C2C(=O)CC(C)(C)C3)cc1	i
COc1cccc(NC(=O)CSC2=Nc3ccccc3C3=NC(C(C)C)C(=O)N23)c1 (centres undefined)	i
Cc1cccc(-c2cn[nH]c2C2CCN(C(=O)c3noc(C)c3CO)CC2)c1	i
COc1ccc(C2Nc3ccc(Br)cc3-c3nnc(SC)nc3O2)cc1O (centres undefined)	i
CCC(C)NC(=O)C1CCC(CNS(=O)(=O)c2cccc3nsnc23)CC1 (centres undefined)	i
Cc1ccc(C2CC(C(F)(F)F)n3ncc(C(=O)NCC4CCCO4)c3N2)cc1 (centres undefined)	i
O=C(CCC1CCCN(C2CCSCC2)C1)Nc1ccccc1F (centres undefined)	u
COC(=O)c1c(NC(=O)C(C)C)sc2c1CCC(C)C2 (centres undefined)	i
COc1cccc(C2C(=O)N(C3CCCCC3)CC(=O)N2Cc2cccs2)c1 (centres undefined)	i
COc1ccccc1N1CCN(CCCCNC(=O)c2ccc3ccccc3c2)CC1	u
CCN(CC)S(=O)(=O)c1ccc(C(=O)Nc2nnc(-c3ccccc3Cl)o2)cc1	i
COc1cc(SC)ccc1C(=O)Nc1cccc(F)c1	i
COc1cc2c(C(=O)N3CCN(C)CC3)cn(C)c(=O)c2cc1OC	u
CC(=O)N[C@@H]1C[C@H](CC(C)C)O[C@H](c2cn[nH]c2C2CCCCC2)C1	i
COc1cc(CN2CCN(Cc3cccc(OC)c3OC)CC2)c([N+](=O)[O-])cc1OC	u
Cc1cccc(C(=O)Nc2sc3c(c2C(=O)NCC2CCCO2)CCCC3)c1 (centres undefined)	i
CC1=C(C(=O)N(C)Cc2csc(C(C)C)n2)C(c2cccnc2)NC(=O)N1 (centres undefined)	u
O=C(c1cc(-c2ccco2)on1)N1CCCc2ccccc21	i
COc1ccc2nc3oc(C(=O)NCCC(C)C)cc3cc2c1	i
CN1CCN(C)C2(CCN(C(=O)c3nn(C)c4ccccc34)CC2)C1	i
CCOC(=O)c1c(C)n(CC)c2ccc(OC(=O)c3ccccc3C)cc12	i
CC(=O)c1cccc(NC(=O)c2cc3cc(Br)cc(Br)c3oc2=O)c1	i
Cc1occc1C(=O)N1CCC(n2nccc2NC(=O)c2cccc(F)c2)CC1	i
Cc1cc2nc(COc3ccc(Cl)cc3NC(=O)c3cccs3)cc(=O)n2o1	i
Cc1c(CCC#N)c(=O)n2c([nH]c3ccccc32)c1C#N	u
CN1CC2(CCCN(Cc3nc4ccccc4s3)C2)OC1=O (centres undefined)	i
CC1=C(C(=O)Nc2cc(C)ccn2)C(c2ccc(Cl)c([N+](=O)[O-])c2)C2=C(CCCC2=O)N1 (centres undefined)	i
Cc1ccc(Br)cc1NCN1C(=O)c2ccccc2C1=O	i
CC(=O)N(C)c1ccc(N=C2C(=O)Nc3ccc(C)c(Br)c32)cc1	i
CCC(C)Nc1nc2c(c(=O)n(C)c(=O)n2C)n1Cc1ccc(F)cc1 (centres undefined)	i
COCCCNc1ncnc2scc(-c3ccccc3)c12	i
CCCC(=O)Nc1nc2ccccc2s1	i
Cc1cccnc1CN1CCN(CC(C)(C)CN2CCOCC2)CC1	u
Cc1ccc(S(=O)(=O)N(CC(=O)Nc2ccc3c(c2)OCO3)c2ccc(C)cc2C)cc1	i
COc1ccccc1N1CCN(c2ncc(C(=O)NCc3ccc(F)cc3)c3ccccc23)CC1	i
CN(Cc1ccc2cccc(O)c2n1)Cc1noc(C2CCC2)n1	i
Cc1nc(SCC(=O)Nc2ccc3c(c2)OCCO3)c2c3c(sc2n1)CCC3	i
CCc1ncc2c(n1)CN(C(=O)c1coc3c1C(=O)CCC3)C2	i
COc1ccc(C2CC(c3ccc(OC)c(OC)c3)=NN2C(=O)c2cccs2)cc1 (centres undefined)	i
CCOc1ccc(C(=O)Nc2cccc(F)c2)cc1Br	i
O=c1c2ccccc2cnn1-c1nc2ccccc2s1	i
OCCCn1ccnc1-c1ccccc1OCc1ccccc1	u
Cc1cc(C(C)(C)C)ccc1OCCN1CCOCC1	i
O=C(CSc1nc2c(sc3ccccc32)c(=O)n1CCO)NC1CCCC1	u
CC(=O)NC1=NN(C(C)=O)C(c2ccc(OCc3ccccc3)c(OCc3ccccc3)c2)S1 (centres undefined)	i
OC(CC#CCN1CCOCC1)(c1ccccc1)C1CCCC1 (centres undefined)	i
COCc1nc(N2CCCC(c3nc(C(C)C)no3)C2)c2cnn(C)c2n1 (centres undefined)	i
Cc1ccc2c(c1)sc(=NC(=O)c1ccc(S(=O)(=O)N3CCCC3)cc1)n2C	i
COc1ccc2[nH]c(C(=O)N(C)Cc3cnccn3)c(C)c2c1	u
COc1ccc(CCNC[C@@H](O)c2ccc(O)cc2)cc1OC	i

(list continues)
SMILES	ST2 IL33 inh
O=C(CCC1CCN(Cc2nc3ccccc3s2)CC1)NCC1CCCO1 (centres undefined)	i
Cc1nc2ccc3nc(NC(=O)c4ccccc4Cl)sc3c2s1	i
Cc1ccc(Nc2c(-c3ccco3)nc3cc(C)ccn23)cc1	i
Nc1ccc(CCc2nc3ccc(N)cc3[nH]2)cc1	i
O=C(CCc1ccccc1)Nc1cccc(NC(=O)c2cccc(=O)[nH]2)c1	u
Nc1sc2c(c1C(=O)NC1CCCCC1)CCCC2	i
CNc1nc(C(=O)N2CCC3(CCCN(C)CC3)CC2)cs1	i
O=C(Nc1ccc(F)cc1)C1CC(=O)N(Cc2ccc3c(c2)OCO3)C(=Nc2ccccc2)S1 (centres undefined)	u
CCc1ccccc1N(C(=O)c1cccs1)C1C=CS(=O)(=O)C1 (centres undefined)	u
COc1ccc2c(c1)CCc1c(C(=O)N3CCOCC3)noc1-2	i
CCN(CCn1cccn1)C(=O)CC1C(=O)NCCN1Cc1cccs1 (centres undefined)	i
CN(C(=O)CCc1nnc(C2(c3ccc(Cl)cc3)CCC2)o1)C1CCOC1 (centres undefined)	i
Nc1nnnn1CC(=O)Nc1ccc(F)cc1	i
O=C(O)[C@H]1C[C@H](C(=O)NCc2cccnc2)CN(Cc2cc3ccccc3o2)C1	u
Cc1c(-c2ccc(C(C)N3CCCCC3)cc2)c(=O)n(C)c(=O)n1C (centres undefined)	i
CC1CCC(NC(=O)c2ccc(CS(=O)(=O)c3ccc(Br)cc3)o2)CC1 (centres undefined)	i
O=C(CCc1nc2sc3c(c2c(=O)[nH]1)CCCC3)NC1CCCCCC1	i
CCc1nnc(NC(=O)c2ncn[nH]2)s1	i
NC(=O)c1cccc(CC2CCN(C(=O)c3cnc4ccccc4c3)C2)c1 (centres undefined)	u
Cc1c(C#N)c2ncnc(-c3ccccc3)c2n1Cc1ccccc1	i
CCOc1ccc(NC(=O)c2cc(OC)cc(OC)c2)c([N+](=O)[O-])c1	i
COc1ccc(C(=O)Sc2nc(C)cc(C)n2)cc1	i
O=c1oc2cc(OCc3ccc([N+](=O)[O-])cc3)ccc2c2c1CCC2	i
COc1ccc2cc(C(=O)C3CCCN(C(=O)Nc4c(C)cccc4Cl)C3)ccc2c1 (centres undefined)	u
COc1ccc(C(=O)Nc2ccc(Cl)cc2C)cc1[N+](=O)[O-]	i
Cc1nnc(SCC(=O)N(Cc2cnn(C)c2)CC(C)C)s1	i
C1CCN=C(Nc2nc3c(s2)CCCC3)CC1	i
Cc1nccn1CC(C)NCC1CCN(C2CCCC2)CC1 (centres undefined)	i
CCn1cnnc1CN(C)C(=O)/C=C/c1ccccc1	u
CC(C)Cc1cc(CN2CC(C(=O)O)CC2=O)on1 (centres undefined)	u
CCCCOc1ccc(C2=N/C(=C\c3ccc(N(C)C)cc3)C(=O)O2)cc1	37.0%*
O=[N+]([O-])c1cccc(-c2nnc(-c3ccc(Cl)cc3)o2)c1	u
O=C(Nc1cccc2ncccc12)c1ccccc1[N+](=O)[O-]	i
COC(=O)C1=C(N)OC2=C(C(=O)CCC2)C1c1ccccc1F (centres undefined)	i
CCc1ccc(OCCOc2ccc(C=O)cc2OC)cc1	i
O=C(NCc1ccc2c(c1)OCO2)C1CC(=O)N(c2ccccc2)C1 (centres undefined)	i
O=C(O)CCCC(=O)N1CCCc2ccccc21	i
CN1CCC(N[C@@H](Cn2cc(F)c(=O)[nH]c2=O)C(=O)O)CC1	i
CCOc1cc(C=O)cc(Br)c1OCc1cccc([N+](=O)[O-])c1	u
Cc1ccc(S(=O)(=O)NC(C)C(c2cccs2)N2CCN(C)CC2)cc1 (centres undefined)	i

Next part; the last 3 above are carried over.
SMILES	ST2 IL33 inh
CN1CCC(N[C@@H](Cn2cc(F)c(=O)[nH]c2=O)C(=O)O)CC1	i
CCOc1cc(C=O)cc(Br)c1OCc1cccc([N+](=O)[O-])c1	u
Cc1ccc(S(=O)(=O)NC(C)C(c2cccs2)N2CCN(C)CC2)cc1 (centres undefined)	i
CS(=O)(=O)N1CCOC(CNc2nccc(CCC(F)(F)F)n2)C1 (centres undefined)	i
O=C(CC1(O)C(=O)N(Cc2ccc(Cl)cc2)c2ccccc21)c1cccc([N+](=O)[O-])c1 (centres undefined)	u
CCCCc1nc2cc(C(=O)NC(C)c3cnn(C)c3)ccc2o1 (centres undefined)	i
O=C(Cn1c2ccccc2c(=O)c2ccccc21)Nc1ccc(F)cc1Cl	u
NNC(=O)c1cc(-c2ccccc2)n(-c2ccccc2)n1	i
O=C(CCc1nc(-c2ccccc2F)no1)NCCCN1CCOCC1	i
CC1CC(C)CN(c2ncnc3nc[nH]c23)C1 (centres undefined)	u
CC(=O)c1cccc(N=C2NC(=O)C(CO)(CO)S2)c1	i
Cc1ccn2c(NC(=O)C3CC3)c(-c3ccc(F)cc3)nc2c1	u
CCn1c(=O)n(CC(=O)OC)c(=O)c2ccccc21	i
Cn1c(CC2CCNCC2)nnc1SCc1cc(F)ccc1Cl	u
Cc1cncc(C(=O)N2CCCC(O)(CN(C)C)CC2)c1 (centres undefined)	i
CC(C)c1cc(N2CCNC(C(=O)N3CCCC3)C2)nc(C(F)(F)F)n1 (centres undefined)	i
COc1cc(Cl)c(C)cc1-n1ccnc1-c1cccnc1	i
O=C(O)c1cc(-c2cccc3cccnc23)cc(S(=O)(=O)N2CCSCC2)c1	i
COc1ccc(CCNC(=O)COc2cc(C)ccc2C)cc1	i
Cc1cc(C)n(-c2nc3ccccc3s2)n1	i
CCc1ccc(N2CC(C(=O)NC(C)CC)CC2=O)cc1 (centres undefined)	i
COc1ccc(NS(=O)(=O)c2c(C)cc(C)nc2Cl)cc1	i
Cc1ccc(S(=O)(=O)n2ccc(C)n2)cc1	i
Cc1ccc(-c2cn(-c3ccccc3)c(S(C)(=O)=O)n2)cc1	u
CCc1nc2c(c(=O)[nH]1)C1(CCCCC1)Cc1ccccc1-2	i
CC1(C)Cc2ccccc2C2=NNC(=O)C2=N1	i
CN(C)CCNC(=O)C1(O)c2ccccc2NC(=O)N1c1ccc(Cl)cc1 (centres undefined)	i
O=C(CN1C(=O)c2ccccc2S1(=O)=O)NCc1cccs1	i
O=C1CC(N2CCC(O)CC2)C(=O)N1c1ccc(Br)cc1Br (centres undefined)	i
COc1cc(C2C(C#N)=C(N)OC(C)=C2C(C)=O)c([N+](=O)[O-])cc1OC (centres undefined)	u
Nc1ccc2c3c(cccc13)C(=O)NC2=O	i
Cn1c(COc2ccc(Cl)cc2Cl)nc2ccccc21	i
COc1cc(OC)cc(-n2c(=O)c3sccc3n(CC(N)=O)c2=O)c1	i

The last 7 records of the part above open the next one.
SMILES	ST2 IL33 inh
CN(C)CCNC(=O)C1(O)c2ccccc2NC(=O)N1c1ccc(Cl)cc1 (centres undefined)	i
O=C(CN1C(=O)c2ccccc2S1(=O)=O)NCc1cccs1	i
O=C1CC(N2CCC(O)CC2)C(=O)N1c1ccc(Br)cc1Br (centres undefined)	i
COc1cc(C2C(C#N)=C(N)OC(C)=C2C(C)=O)c([N+](=O)[O-])cc1OC (centres undefined)	u
Nc1ccc2c3c(cccc13)C(=O)NC2=O	i
Cn1c(COc2ccc(Cl)cc2Cl)nc2ccccc21	i
COc1cc(OC)cc(-n2c(=O)c3sccc3n(CC(N)=O)c2=O)c1	i
COc1ccc(N=Cc2cc3c(cc2O)OC(N)=C(C#N)C3c2cccc(F)c2)cc1 (centres undefined)	33.0%*
CSc1oc(-c2ccccc2)nc1S(=O)(=O)c1ccc(Br)cc1	u
Cc1ccc(N2C(=O)CSC2c2ccccn2)cc1 (centres undefined)	i
CCOc1ccc(-n2c(SCc3ccccc3C)nc3c(c2=O)SCC3)cc1	i
CCN(CC)S(=O)(=O)N1CCC(C(=O)Nc2ccc3sc(NC(=O)C(C)C)nc3c2)CC1	u
COc1ccc2nc3oc(C(=O)N4CCN(C(=O)c5ccco5)CC4)cc3cc2c1	u
COc1ccc(-c2csc(NC(=O)c3ccc(Br)cc3F)n2)cc1OC	u
CC(=O)N(Cc1ccc([N+](=O)[O-])cc1)C(C)(C)C	i
COc1ccc(Cc2nc3ccc(C(=O)N4CCc5ccccc5C4)cc3o2)cc1OC	u
COc1ccc(CCC(=O)N2CCN(S(=O)(=O)c3cc4c5c(c3)CCN5C(=O)CC4)CC2)cc1	u
Cc1ccc(C(=O)N2CCN=C2SCc2cccnc2)cc1C	u
Clc1ccc(C2CC(c3ccccc3)n3ncnc3N2)cc1 (centres undefined)	i
COc1ccccc1N/C(C)=C1\C(=O)C[C@@H]2[C@H]1C2(C)C	i
O=C1OCCCN1CCn1cnc(-c2ccccc2)c1-c1cccnc1	i
CCOC(=O)C1CCN(C(=O)c2ccccc2NC(=O)c2nsc3ccccc23)CC1	i
Cc1cc(N2CCOCC2)nc2ccc(NC(=O)CCC(=O)Nc3ccc4c(c3)OCCO4)cc12	i

Pulled one by one from above, 5 records:
SMILES	ST2 IL33 inh
O=C1OCCCN1CCn1cnc(-c2ccccc2)c1-c1cccnc1	i
Clc1ccc(C2CC(c3ccccc3)n3ncnc3N2)cc1 (centres undefined)	i
Cc1cc(N2CCOCC2)nc2ccc(NC(=O)CCC(=O)Nc3ccc4c(c3)OCCO4)cc12	i
COc1ccccc1N/C(C)=C1\C(=O)C[C@@H]2[C@H]1C2(C)C	i
Cc1ccc(C(=O)N2CCN=C2SCc2cccnc2)cc1C	u

An excerpt of these results, bar-delimited.
structure | ST2 IL33 inh
O=C1OCCCN1CCn1cnc(-c2ccccc2)c1-c1cccnc1 | i
CCOC(=O)C1CCN(C(=O)c2ccccc2NC(=O)c2nsc3ccccc23)CC1 | i
Cc1cc(N2CCOCC2)nc2ccc(NC(=O)CCC(=O)Nc3ccc4c(c3)OCCO4)cc12 | i

Screens from PubChem.

These rows are one share of the data. The share of hits here may be higher or lower than overall.
